Compound activity (PubChem BioAssay)
M1 PAM parental: counter-screen for M1 PAMs: effect in parental CHO-K1 cells; ATP EC20, Fluo-8 calcium fluorescence; 0% at ATP EC20, 100% at ATP max; activation, % at 3 µM; 360,000 compounds, 0.02% hits;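 active = activation above the run cutoff, the mean activation of all test compounds plus 3 SD, cut at about 40% in these data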;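 note: peak over basal fluorescence ratio in a 140 s read after ATP addition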
TAAR1 antag: human TAAR1 antagonism. CHO RD-HGA16 TAAR1, Fluo-8 calcium fluorescence, antagonist. inhibition, % at 3 µM. 360,000 compounds, 1.5% hits. Q96RJ0;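 active = inhibition above a per-plate cutoff, the mean inhibition of test compounds on that plate plus 3 SD, cut at about 49% in these data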;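 note: 0% = DMSO plus EC80 beta-PEA response and 100% = DMSO alone without agonist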
Target sequence (Q96RJ0 whole entry, looked up): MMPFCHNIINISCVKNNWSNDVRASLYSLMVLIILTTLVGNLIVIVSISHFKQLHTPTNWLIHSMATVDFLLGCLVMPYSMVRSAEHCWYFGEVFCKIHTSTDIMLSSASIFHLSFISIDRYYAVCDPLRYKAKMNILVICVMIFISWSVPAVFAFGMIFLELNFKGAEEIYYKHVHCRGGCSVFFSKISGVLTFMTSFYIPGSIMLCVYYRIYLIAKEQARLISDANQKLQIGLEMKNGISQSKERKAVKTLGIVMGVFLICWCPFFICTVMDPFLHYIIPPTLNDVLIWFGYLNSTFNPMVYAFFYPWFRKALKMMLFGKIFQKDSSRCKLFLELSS
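Assay system: CHO-derived RD-HGA16 cells stably expressing human TAAR1 plus Gα16. Timing: 140 s kinetic read after compound, 140 s after agonist. Technique: kinetic Fluo-8 calcium fluorescence measurement. Measure: % inhibition of agonist calcium response.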
TAAR1 agonist: agonists of human TAAR1; 360,000 compounds, 0.99% hits; Q96RJ0; CHO RD-HGA16 TAAR1, Fluo-8 calcium fluorescence; vehicle wells 0%, saturating PEA agonist 100%; activation, % at 3 µM;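 active = activation above the mean activation of all test compounds in the run plus 3 SD, cut at about 38% in these data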
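System: CHO-derived RD-HGA16 cells with stable Gα16 and human TAAR1 / Times: 17-24 h plating, Fluo-8 75 min 37 °C, 30 min RT / Technique: calcium-sensitive Fluo-8 signal, excitation 470-495, emission 515-575 nm / Measure: % activation relative to PEA EC100 response / Benchmarks: DMSO and PEA EC100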
M1 PAM: potentiates human M1 receptor response to acetylcholine; P11229; CHO-K1 hM1, Fluo-8 calcium fluorescence, ACh EC20; 0% = ACh EC20, 100% = maximal ACh; activation, % at 3 µM; 360,000 compounds, 0.088% hits; AID 588819; in the data active = activation above about 19%, passing the limit was not always enough
Target sequence (P11229 whole entry, looked up): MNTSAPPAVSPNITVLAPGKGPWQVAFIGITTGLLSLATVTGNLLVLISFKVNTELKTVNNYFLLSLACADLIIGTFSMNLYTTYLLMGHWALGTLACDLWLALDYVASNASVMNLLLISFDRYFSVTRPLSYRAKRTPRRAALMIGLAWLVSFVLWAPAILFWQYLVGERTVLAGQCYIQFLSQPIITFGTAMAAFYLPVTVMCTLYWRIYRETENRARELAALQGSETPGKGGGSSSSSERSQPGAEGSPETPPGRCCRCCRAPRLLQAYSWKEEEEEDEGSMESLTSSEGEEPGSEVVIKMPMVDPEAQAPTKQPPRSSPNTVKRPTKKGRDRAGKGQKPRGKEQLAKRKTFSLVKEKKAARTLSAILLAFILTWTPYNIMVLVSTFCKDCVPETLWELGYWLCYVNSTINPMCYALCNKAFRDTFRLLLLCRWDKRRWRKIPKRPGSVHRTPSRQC
CHRM1 antagonist: antagonists of human M1 muscarinic receptor; 360,000 compounds, 1.3% hits; CHO-K1 hM1, Fluo-8 calcium fluorescence, ACh EC80 antagonist; inhibition, % at 3 µM; P11229; AID 588852;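 active = percent inhibition above its own plate's cutoff, namely the mean of that plate's compound wells plus 3 SD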;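 note: peak over basal fluorescence ratio during 140 s after agonist addition; 0% = ACh EC80 plus DMSO and 100% = DMSO alone without agonist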
M1 ag: agonists of human M1 muscarinic receptor | activation, % at 3 µM | 360,000 compounds, 0.33% hits | P11229 | AID 588814 | CHO-K1 hM1, Fluo-8 calcium fluorescence, agonist mode; 0% DMSO, 100% acetylcholine EC100;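 active = activation above the run's mean compound activation plus 3 SD, cut at about 16% in these data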;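 note: peak over basal fluorescence ratio within a 140 s kinetic read after compound addition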
M1 ag parental: counter-screen for M1 agonists: effect in parental CHO-K1 cells; 360,000 compounds, 0.48% hits; Fluo-8 calcium fluorescence; scaled to maximal ATP response, vehicle zero; activation, % at 3 µM; in the data active = activation above about 15%;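 note: untransfected CHO-K1 host cells lacking M1 receptor as counterscreen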
CHO-K1 Ca antag: M1 antagonist counterscreen hit in parental CHO-K1 cells; 360,000 compounds, 0.6% hits; ATP-induced calcium, Fluo-8 fluorescence; inhibition, % at 3 µM;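 active = inhibition above a per-plate cutoff, the plate's mean sample inhibition plus 3 SD, cut at about 24% in these data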;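 note: 0% = DMSO plus EC80 ATP and 100% = DMSO alone without ATP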
CHO parental Ca: signal in parental CHO cells, OX1R antagonist counter-screen | parental CHO-K1, ATP-induced calcium, Fluo-8 fluorescence | inhibition, % at 5.6 µM | 330,000 compounds, 0.63% hits | AID 463079;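 active = inhibition above that plate's mean sample inhibition plus 3 SD, cut at about 26% in these data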;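 note: 0% = ATP-challenged DMSO wells and 100% = DMSO wells without ATP; some compounds past the cut are filed as inactive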
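Assay system: parental CHO cells; Read-out basis: percent inhibition of ATP-evoked calcium rise, normalized to controls; Benchmarks: ATP and no-ATP DMSO wells; Compound dosing: single nominal dose of 5.6 µM per compound; Signal: Fluo-8 calcium dye fluorescence; Also added: ATP as calcium-mobilizing challenge; Repeats: singlicate.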
Numbers without * were called inactive; nt = not tested or not shown.

SMILES | M1 PAM parental | TAAR1 antag | TAAR1 agonist | M1 PAM | CHRM1 antagonist | M1 ag | M1 ag parental | CHO-K1 Ca antag | CHO parental Ca
Cc1cc(C)c(C(=O)N2CCCC(N3CCN(c4cccc(C(F)(F)F)c4)CC3)C2)o1 (stereo not given) | -6 | -23 | -1 | -6 | 3 | -5 | 0.3 | -2 | -25
c1ccc(N2CCN(c3cnccn3)CC2)nc1 | -4 | -20 | 2 | 7 | -3 | -5 | 0.7 | 9 | -6
C=CCN1C2CCCC1CC(NC(=O)Nc1cc(C)cc(C)c1)C2 (stereo not given) | -12 | 0 | 2 | 9 | -5 | -14 | -0.7 | 6 | -12
CCOC(=O)C1=CCC(c2ccco2)N(S(=O)(=O)c2ccc(C)cc2)C1 (stereo not given) | 9 | 7 | 3 | 1 | 3 | -5 | 1.0 | 4 | nt
CC1CCN(C(=O)/C(=C/c2ccccc2Cl)c2ccccc2)CC1 | 16 | -22 | 6 | 1 | -3 | -6 | 0.0 | -4 | -21
CCOC(=O)c1[nH]c(C)c(/C(O)=C2\C(=O)C(=O)N(CCCN(C)C)C2c2cccnc2)c1C (stereo not given) | -7 | -5 | -1 | -3 | -2 | -2 | 0.2 | 7 | 6
CC(Sc1ccccc1)C(=O)NCCc1ccccc1 (stereo not given) | -6 | -10 | 42* | 2 | -3 | -7 | 1.0 | -7 | -19
CC(C)(C)C(=O)N(Cc1nc2ccccc2c(=O)[nH]1)Cc1cccs1 | 13 | 8 | 9 | 8 | 2 | 11 | 0.0 | -10 | -20
Cc1cc(=O)oc2cc(OC(C)C(=O)Nc3ccc(N4CCCCC4)cc3)ccc12 (stereo not given) | -11 | -4 | 10 | -2 | 9 | -2 | 0.9 | 13 | -19
O=c1cc(CSc2ccccc2)nc(-c2ccncc2)[nH]1 | -2 | 13 | 5 | 0 | 12 | -2 | 0.0 | 6 | -5
NNC(=O)Cn1c(-c2nonc2N)nc2ccccc21 | 7 | 2 | 2 | 7 | 1 | -2 | 0.3 | -1 | -19
CCOC(=O)[C@H]1[C@H]2COc3ccc(Br)cc3[C@@H]2N2C(=O)c3cc(OC)c(OC)cc3NC(=O)[C@@]12C | -11 | 27 | 76* | -1 | 6 | -1 | 0.8 | 2 | -6
OCCC1CN(Cc2ccc3nsnc3c2)CCN1C1CCCCC1 (stereo not given) | 20 | 7 | 8 | -26 | 32* | -10 | 0.3 | -8 | -3
CCCCn1c(N)c(N(CC(C)C)C(=O)C2=COCCO2)c(=O)[nH]c1=O | 15 | -5 | 3 | 3 | 1 | -1 | 0.1 | -3 | -8
COc1cc2c(C(=O)N3CCN(Cc4ccc5c(c4)OCO5)CC3)cn(C)c(=O)c2cc1OC | 5 | -4 | 0 | 1 | 2 | -3 | 0.1 | 2 | -13
CCOc1ccc(N2CCc3c(C)nc(SC)nc32)cc1 | 1 | -15 | 3 | 12 | -1 | -11 | -0.6 | 2 | -10
CCN1CCCC1CN=Cc1c(O)n(-c2ccccc2)c(=O)c2ccccc12 (stereo not given) | -3 | -3 | 4 | -7 | 10 | 6 | 0.0 | 10 | 1
CSc1ccccc1CNc1nc(NCC2CC2)nc2ccsc12 | -10 | 38 | 17 | -21 | 39* | 2 | 8.5 | 17 | nt
CC(Sc1ccccc1)C(=O)Nc1ccc(N2CCOCC2)cc1 (stereo not given) | -5 | -17 | 2 | 6 | -8 | -3 | 0.4 | 0 | -3
O=C(CSc1nnc(-c2ccco2)o1)Nc1c(F)cccc1F | 9 | -8 | 13 | 4 | -5 | 0 | 0.3 | -8 | -3

13 of these compounds in a different format:
structure	M1 PAM parental	TAAR1 antag	TAAR1 agonist	M1 PAM	CHRM1 antagonist	M1 ag	M1 ag parental	CHO-K1 Ca antag	CHO parental Ca
CC(C)(C)C(=O)N(Cc1nc2ccccc2c(=O)[nH]1)Cc1cccs1	13	8	9	8	2	11	0.0	-10	-20
Cc1cc(=O)oc2cc(OC(C)C(=O)Nc3ccc(N4CCCCC4)cc3)ccc12 (stereo not given)	-11	-4	10	-2	9	-2	0.9	13	-19
O=c1cc(CSc2ccccc2)nc(-c2ccncc2)[nH]1	-2	13	5	0	12	-2	0.0	6	-5
NNC(=O)Cn1c(-c2nonc2N)nc2ccccc21	7	2	2	7	1	-2	0.3	-1	-19
CCOC(=O)[C@H]1[C@H]2COc3ccc(Br)cc3[C@@H]2N2C(=O)c3cc(OC)c(OC)cc3NC(=O)[C@@]12C	-11	27	76*	-1	6	-1	0.8	2	-6
OCCC1CN(Cc2ccc3nsnc3c2)CCN1C1CCCCC1 (stereo not given)	20	7	8	-26	32*	-10	0.3	-8	-3
CCCCn1c(N)c(N(CC(C)C)C(=O)C2=COCCO2)c(=O)[nH]c1=O	15	-5	3	3	1	-1	0.1	-3	-8
COc1cc2c(C(=O)N3CCN(Cc4ccc5c(c4)OCO5)CC3)cn(C)c(=O)c2cc1OC	5	-4	0	1	2	-3	0.1	2	-13
CCOc1ccc(N2CCc3c(C)nc(SC)nc32)cc1	1	-15	3	12	-1	-11	-0.6	2	-10
CCN1CCCC1CN=Cc1c(O)n(-c2ccccc2)c(=O)c2ccccc12 (stereo not given)	-3	-3	4	-7	10	6	0.0	10	1
CSc1ccccc1CNc1nc(NCC2CC2)nc2ccsc12	-10	38	17	-21	39*	2	8.5	17	nt
CC(Sc1ccccc1)C(=O)Nc1ccc(N2CCOCC2)cc1 (stereo not given)	-5	-17	2	6	-8	-3	0.4	0	-3
O=C(CSc1nnc(-c2ccco2)o1)Nc1c(F)cccc1F	9	-8	13	4	-5	0	0.3	-8	-3

Later entries:
SMILES | M1 PAM parental | TAAR1 antag | TAAR1 agonist | M1 PAM | CHRM1 antagonist | M1 ag | M1 ag parental | CHO-K1 Ca antag | CHO parental Ca
CCN(CC)CCn1c(=S)[nH]c2cc(C(=O)N3CC(C)CC(C)C3)ccc2c1=O (stereo not given) | -6 | -18 | 12 | 1 | -10 | -6 | 0.3 | -7 | -16
Cc1cc(N)ccc1NC(=O)CN1CCCC1 | -6 | -26 | 1 | 13 | -23 | -2 | 0.2 | 6 | -2
O=C(Nc1ccc(S(=O)(=O)N2CCOCC2)cc1)C1CC1 | -3 | -17 | -2 | 5 | -1 | -5 | 0.4 | -5 | 4
COc1ccc(Cl)cc1N1C(=O)CC(N2CCc3ccccc32)C1=O (stereo not given) | 19 | -6 | 3 | 10 | -8 | -4 | 0.8 | -12 | -17
O=C(O)c1ccc(/C=N/Nc2ncc(C(F)(F)F)cc2Cl)cc1 | 15 | -25 | 2 | 9 | -8 | -3 | 0.6 | -6 | -6
O=C(Nc1ccc2cn[nH]c2c1)c1ccc(S(=O)(=O)N2CCOCC2)cc1 | 4 | 9 | 3 | -2 | 10 | -3 | 2.3 | -5 | -10
Cc1ccc(S(=O)(=O)NCC(=O)OCC(=O)N(Cc2ccccc2)C(C)(C)C)cc1 | 16 | -6 | 0 | 3 | -1 | -7 | 2.1 | -6 | -18
C=CCNC(=O)C1CC1(c1ccc(C)cc1)c1ccc(C)cc1 (stereo not given) | 14 | 7 | -1 | 5 | -3 | 2 | 0.3 | -12 | -17
CCOC(=O)c1c(S(=O)(=O)N2CCN(C3CCCCC3)CC2)c(C)n(C)c1C | -17 | -4 | -1 | 13 | -13 | -6 | 0.2 | -12 | -2
COc1ccccc1N1CCN(C(=O)c2cc3cc(Br)ccc3oc2=O)CC1 | 10 | -18 | -1 | 2 | 0 | -3 | 1.1 | -1 | -12
COc1cccc(NC(=O)CN(C)C(=O)c2ccc(NC(=O)CC3SC(N4CCCCC4)=NC3=O)cc2)c1 (stereo not given) | 3 | 8 | 1 | 2 | 0 | -5 | 0.8 | -13 | 9
O=c1oc2ccccc2n1CSc1nc2ccccc2s1 | 18 | 11 | 3 | 1 | -9 | -5 | 0.6 | -5 | -19
C[C@H]1CN([C@@H](C)CO)C(=O)CCCn2cc(nn2)CO[C@@H]1CN(C)S(=O)(=O)c1ccc(Cl)cc1 | -9 | -28 | 2 | 9 | -19 | 1 | 0.6 | 11 | nt
Cc1ccn2c(CNCC3COCCO3)c(C(=O)N3CCCCCC3)nc2c1 (stereo not given) | 0 | -10 | 2 | 9 | -13 | -3 | -0.2 | -3 | -8
O=C(CSc1nnc2n(C3CCCCC3)c(=O)c3ccccc3n12)OC1CCCCC1 | 14 | 0 | 5 | 6 | -10 | -2 | 0.9 | -17 | -4
O=C(O)c1ccccc1Nc1cccc(OCc2ccc3ccccc3n2)c1 | -1 | -30 | -2 | 1 | -14 | -3 | -0.5 | 0 | 2
Cc1ccc(C(=O)COc2ccccc2-c2ccccc2)cc1 | 24 | 12 | 0 | -6 | -7 | -8 | 1.4 | -16 | -23
COc1ccc(NC(=O)CSc2nc3[nH]c(=O)cc(O)c3s2)cc1OC | 8 | -6 | 2 | 2 | -6 | -2 | -0.1 | -8 | 2
Cc1cccc(Cn2c(N3CCCCC3C)nc3c2c(=O)[nH]c(=O)n3C)c1 (stereo not given) | 3 | -20 | -3 | -28 | 32* | -10 | 0.0 | 2 | -15
CCSc1nc(-c2ccccc2)c(C#N)c(=O)[nH]1 | 10 | -10 | 5 | 7 | -12 | -2 | 0.3 | -25 | -6
Cc1cc(=O)oc2cc(OCC(=O)Nc3nnc(C(C)C)s3)ccc12 | 20 | -1 | 4 | 4 | -15 | -3 | 0.8 | -3 | -5
CCCc1cc(C(=O)Nc2sc(C)c(C)c2C(=O)OCC)no1 | 21 | -23 | 1 | 2 | -8 | -2 | 1.3 | -7 | nt
CCN(CC)S(=O)(=O)c1cccc(NC(=O)COC(=O)CCC(=O)c2cccs2)c1 | -13 | nt | nt | 0 | 2 | -4 | 1.1 | -9 | 4
Cc1ccc(C(O)P(=O)(OCc2ccccc2)c2ccc(N(C)C)cc2)cc1 (stereo not given) | -1 | -39 | 1 | 7 | -15 | -3 | 1.2 | 1 | -22
Cn1nnnc1SCC(=O)c1c(N)n(C2CC2)c(=O)[nH]c1=O | 0 | 18 | -1 | 5 | -7 | -4 | 0.3 | -9 | -11
CCOCCCNC(=O)c1cc2c(-c3ccc(Cl)cc3)nn(C)c2s1 | 12 | 3 | -1 | 3 | -10 | 0 | 1.2 | -1 | -11
COCCSc1ccccc1C(=O)N1CCN(Cc2ccccc2)CC1 | 2 | -3 | 10 | 3 | -1 | -2 | 0.8 | -7 | -17
